Tb PFK block: inhibitors of T. brucei phosphofructokinase; O15648; T. brucei PFK, ADP-Glo luminescence; Potency, µM (highest dose often 57.5 µM), for inactives: top-dose activity, negative = inhibition, most hits filed as inhibitors; actives 0.17% (n = 330,000);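 further: potency means the concentration at half of the fitted maximal effect; 0% = uninhibited 1x PFK enzyme wells and -100% = no-enzyme wells; nearly all actives have a fitted effect of over 60% in size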
Target sequence (O15648 whole entry, looked up): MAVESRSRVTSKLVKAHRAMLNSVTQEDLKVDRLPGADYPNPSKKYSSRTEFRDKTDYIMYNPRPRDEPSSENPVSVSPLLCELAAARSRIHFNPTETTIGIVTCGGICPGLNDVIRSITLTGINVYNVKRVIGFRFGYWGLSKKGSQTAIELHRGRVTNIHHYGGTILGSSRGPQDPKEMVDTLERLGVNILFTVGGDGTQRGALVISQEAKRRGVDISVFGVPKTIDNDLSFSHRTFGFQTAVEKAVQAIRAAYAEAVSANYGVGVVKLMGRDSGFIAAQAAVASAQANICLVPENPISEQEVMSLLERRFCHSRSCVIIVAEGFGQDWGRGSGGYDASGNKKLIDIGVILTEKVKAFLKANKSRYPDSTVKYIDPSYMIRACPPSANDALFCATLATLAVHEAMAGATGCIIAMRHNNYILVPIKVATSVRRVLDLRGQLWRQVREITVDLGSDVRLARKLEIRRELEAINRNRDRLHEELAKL
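Activity is normalized to no-enzyme wells (full inhibition) and 1.25 nM enzyme wells (no inhibition). Reaction: 0.5 mM F6P, 0.1 mM ATP, 45 min RT, ADP-Glo luminescence; concentration-response curves fitted and classed by quality.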
BCR signal inh: chronic active BCR signaling inhibition | Potency, µM (highest dose often 46.1 µM), for the others: top-dose ratio change, negative = lower green/red ratio, most hits filed as inhibitors | actives 0.05% (n = 340,000) | ABC-DLBCL IkBa-CBG/CBR reporter, luminescence ratio, 4 h | AID 493014; active means well fitted inhibition curve with a large enough effect in the signal ratio, with a control signal flat, not every such curve was filed as active; inconclusive means small, poorly fitted or top-dose-only effect, or effect the other way, or a change in a side signal; the % refers to the signal ratio;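 further: potency means the concentration at half of the fitted maximal effect; plate controls were basal doxycycline-induced cells for no effect and cells given 10 µM MG132 for full effect; MG132 reads +100%, hits lower the ratio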
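Compounds up to 46 uM were incubated four hours with TMD8 cells whose green CBG68 luciferase is fused to IkappaBalpha; red CBR luminescence normalised the signal, and concentration-effect curves were fitted to fusion, red and ratio data.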
FBPA coupling cs: coupling enzyme interference in Giardia aldolase counter-screen. activity change, negative = inhibition, % at 58.2 µM, hits read low. actives 0.67% (n = 290,000). coupling enzyme system counterscreen, AmpLite Red fluorescence; in the data active means activity change below about -30%; further: on the % scale 0 is the no-effect control and ±100 the full control effect
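Activity here indicates interference with the coupling reaction, not aldolase inhibition. Compounds at 57.5 uM final met coupling enzymes for 10 min at RT; substrate and AmpLite Red detection followed, with a 525/598 nm fluorescence read after 20 min.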
AT treatment: potential ataxia-telangiectasia treatment; […] A-T fibroblasts, KAP-1 phosphorylation AlphaLISA; neocarzinostatin DNA damage 30 min before lysis; Potency, µM (highest dose often 57.5 µM), for the others: at the top dose activation, most hits filed as activators; actives 0.19% (n = 320,000); further: potency means the concentration at half of the fitted maximal effect; % of control where 0% means no effect; nearly all actives have a fitted effect of over 45% in size
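hTERT-immortalized A-T patient fibroblasts ([…]), 500 cells/well in OPTI-MEM, 1% FBS, got compounds for 60 min, then NCS for 30 min at 37C. Lysates were then assayed for phospho-KAP-1 by AlphaLISA (anti-pKAP1 donor, anti-KAP1 acceptor beads), 6 hr at 25C.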
TCR activator: activates T cell receptor signaling; 330,000 tested, under 10 active; primary human leukocytes, anti-CD3, IL-2 HTRF, 48 h; AID 504894; Potency, µM (doses to about 9.22 µM), without a hit: at the top dose activation of IL-2 secretion, most hits filed as activators; further: % of control where 0% means no effect
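1) Mix primary human leukocytes, a-CD3 beads and compound. 2) Incubate 48 hr. 3) Add HTRF IL-2 reagents (a-IL-2-K, a-IL-2-d2).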
TSHR antag: antagonists of human thyroid stimulating hormone receptor | P16473 | TSHR-expressing cells, TSH-stimulated cAMP HTRF, 2 h; active compounds read low | activity change, negative = inhibition, % at 11.5 µM | actives 0.2% (n = 330,000) | AID 504810;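 active means activity change below a set negative limit, meaning inhibition stronger than a set level, cut at about -70% in these data; inconclusive means activity change between two set negative limits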; further: on the % scale 0 is the no-effect control and ±100 the full control effect
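Freshly harvested TSHR cells receive pin-tooled compound, then EC80 TSH at 4nM final. After 2 hours at 37 deg C, antibody in lysis buffer and cAMP-d2 are added; 30 minutes at ambient temperature precede the HTRF read.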
Giardia kill: Giardia lamblia killing. activity change, % at 7.66 µM, hits read low. Giardia lamblia trophozoite viability. AID 540267. actives 0.15% (n = 340,000); in the data active means activity change below about -80%; inconclusive means between about -30% and that limit;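 further: parasites exposed to compound for two days anaerobically before the ATP read; on the % scale 0 is the no-effect control and ±100 the full control effect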
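Giardia trophozoites, 100 cells per well, were exposed to compounds for 48 hrs at 37 deg C under anaerobic conditions; viability was then read as ATP content by bioluminescence after 15-30 min at room temperature.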
GALK inh: inhibitors of human galactokinase; P51570; Purified GALK, Kinase-Glo residual ATP luminescence; Potency, µM (top dose mostly 57.5 µM), inactives show at the highest dose activity change, negative = inhibition, actives largely listed as inhibitors; actives 0.007% (n = 270,000); AID 1868; further: potency means the concentration at half of the fitted maximal effect; on the % scale 0 is the no-effect control and ±100 the full control effect
Target sequence (P51570 whole entry, looked up): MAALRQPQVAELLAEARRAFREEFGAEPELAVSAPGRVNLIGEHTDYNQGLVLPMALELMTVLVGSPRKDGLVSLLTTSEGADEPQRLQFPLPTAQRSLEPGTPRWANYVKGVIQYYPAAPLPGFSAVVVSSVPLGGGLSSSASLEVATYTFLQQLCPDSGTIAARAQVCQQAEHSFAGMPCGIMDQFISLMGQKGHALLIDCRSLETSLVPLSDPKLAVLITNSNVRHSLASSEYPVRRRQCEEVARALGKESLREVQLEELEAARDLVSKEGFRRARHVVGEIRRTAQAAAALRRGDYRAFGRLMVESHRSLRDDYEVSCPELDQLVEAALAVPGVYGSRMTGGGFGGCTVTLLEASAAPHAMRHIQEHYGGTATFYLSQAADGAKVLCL
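The enzyme phosphorylates galactose (100 uM) using ATP (35 uM); inhibition is detected as higher residual ATP, quantified by bioluminescence after 1 h reaction at room temperature, pH 8.0.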
CXXC DNA block: blocks binding of human MLL CXXC domain to DNA | Q03164 | MLL-CXXC / FITC-HOXA9 DNA fluorescence polarization | Potency, µM (doses to about 115 µM), for the others: at the top dose activity change, negative = inhibition, hits mostly inhibitors | actives 0.037% (n = 290,000) | AID 2662; active means well fitted inhibition curve with a large enough effect in the polarisation, with a control signal flat, not every such curve was filed as active; inconclusive means small, poorly fitted or top-dose-only effect, or effect the other way, or a change in a side signal; inactive means no such curve, though single readings can be large or run the other way; the % refers to the polarisation; further: potency means the concentration at half of the fitted maximal effect
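Fluorescence polarization: 7 uM MLL-CXXC (stock) preincubated 5 min with compounds, then 50 nM fluorescein-HOX-A9 DNA (stock) added; 30 min ambient. Buffer 50 mM Tris-HCl pH 7.5, 50 mM NaCl, 1 mM DTT, 0.05% BSA.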
hERG WT inh: inhibitors of human wildtype KCNH2 potassium channel | actives 0.37% (n = 340,000) | Q12809 | activity change, % at 1.84 µM | U2OS, BacMam KCNH2, thallium flux FluxOr; active compounds read low;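 active means maximum activity change below -70%; inconclusive means maximum activity change between -70% and -50%; inactive means maximum activity change above -50%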; further: on the % scale 0 is the no-effect control and ±100 the full control effect
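U2OS cells were transduced with wild-type KCNH2 virus (2.03 x 10^8 / mL) for 4 h at room temperature, then cultured overnight at 37 C. Thallium flux was read with FluxOr dye. Rate constants were normalized to DMSO controls.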
* = called active by the depositor; i = inactive; u = inconclusive; x = no result given; [ ] = another dose, or the depositor's remark. Unless noted, the call rests on the fitted dose curve; in most records, active means well fitted curve in the direction sought with a large enough effect; inconclusive means small, poorly fitted or top-dose-only effect, or another doubt; inactive means no such curve, though single readings can be large; an effect the other way counts as inactive or inconclusive.

structure	Tb PFK block	BCR signal inh	FBPA coupling cs	AT treatment	TCR activator	TSHR antag	Giardia kill	GALK inh	CXXC DNA block	hERG WT inh
CCCCCCCCCCCCCCCC[n+]1cccc2ccccc21	-3%	u	4	-1%	-1%[46.1 µM]	-4	6	-1%	u	-1
COc1ccccc1-c1cc(C(F)(F)F)nc(S(=O)(=O)CCCC(=O)Nc2cc(C)on2)n1	6%	u	-2	21%	-12%	2	-2	0%	32%[activator]	8
COC(=O)c1ccc(CN2C(=O)c3ccccc3C2=O)cc1	-5%	1%	4	8%	3%	1	-2	0%	-5%	0
CN(C)C(=O)CSc1nnc(-c2cccs2)n1-c1ccccc1	2%	u	-2	-9%	0%	-17	2	-2%	-4%	0
O=C(/C=C/c1ccccc1)N1CCC(Cc2ccccc2)CC1	-6%	-2%	4	3%	-4%	-11	-7	2%	2%	-4
Cc1cc(C)nc(SCC(=O)Nc2cc(C)on2)n1	-1%	0%	1	u	2%	12	-20	1%	-4%	-12
Cc1ccc(OCCCC(=O)Nc2ccc(S(=O)(=O)Nc3ccccn3)cc2)cc1	-1%	-11%	2	-6%	-7%	5	23	-3%	-4%	i
COc1ccc(Cc2cnc(N)s2)cc1	-2%	1%	5	5%[11.5 µM]	1%	4	-26	3%	-8%	3
Cc1cc(O)c(S(=O)(=O)c2ccccc2)c(C)c1NS(=O)(=O)c1ccccc1	-1%	-7%	-1	0%	-3%	0	-5	2%	-5%	2
COc1ccccc1/C=C/C=N/NC(=O)CC1C(=O)NN=C1C (stereo not given)	-3%	u	1	6%	7%	10	-2	0%	-11%	2
Cc1ccc(C2N3CC4([N+](=O)[O-])CN2CC([N+](=O)[O-])(C3)C4(C)C)cc1 (stereo not given)	-2%	3%	-4	-2%	3%[46.1 µM]	9	7	0%	0%	-6
COc1cccc(NC(=O)CN(C)C(C)C(=O)Nc2ccc(C#N)cc2)c1 (stereo not given)	-3%	u	3	-2%	2%	-6	-16	6%	3%	15
COc1ccc(NC(=O)C2CCCN(S(=O)(=O)c3cccs3)C2)cc1OC (stereo not given)	-3%	u	-3	x	x	-8	-9	0%	-1%	-7
Cc1ccnc(NC(=O)c2ccc(S(=O)(=O)N3CCC(C)CC3)cc2)c1	-6%	5%	x	0%	13%	5	10	x	x	-2
Cc1cc2cc(C)c3nnc(SCc4ccccn4)n3c2cc1C	-8%	10%	-1	-2%	3%[46.1 µM]	3	4	0%	13%	5
CC1(C)NC(=O)N(CC(=O)N2CCN(c3cccc(C(F)(F)F)c3)CC2)C1=O	-10%	9%	x	0%	2%	9	-2	x	x	-2
O=S(=O)([N-]c1nc2ccccc2nc1-[n+]1ccccc1)c1ccc(F)cc1	9%	0%	1	-2%	2%	-6	11	-3%	-1%	-15
CCOC(=O)c1c(S(=O)(=O)NCC(=O)N2CCN(c3ccc(F)cc3)CC2)c(C)n(C)c1C	1%	7%	-2	0%	-2%	6	-5	1%	1%	6
CC(C)CCn1c(=O)c2sccc2n2c(CCCC(=O)N3CCC(N4CCCCC4)CC3)nnc12	1%	4%	x	-15%	-3%	6	14	0%	6%	-4
Cc1nc(Oc2ccccc2)c2oc3ccccc3c2n1	-2%	-11%	1	x	-3%	-23	-4	4%	-13%	-24

structure	Tb PFK block	BCR signal inh	FBPA coupling cs	AT treatment	TCR activator	TSHR antag	Giardia kill	GALK inh	CXXC DNA block	hERG WT inh
CS(=O)(=O)NCC(c1cccnc1)N1CCN(c2ccc(F)cc2)CC1 (stereo not given)	-4%	13%	-2	3%	2%[46.1 µM]	-3	3	-1%	-10%	-7
O=C(NCCC1CCCCN1S(=O)(=O)c1ccccc1)C(=O)NCCN1CCOCC1 (stereo not given)	3%	0%	x	-9%	4%	3	-4	x	x	-12
O=C(COC(=O)/C=C/c1ccc(Cl)cc1Cl)Nc1cc(C(F)(F)F)ccc1N1CCOCC1	-2%	-2%	1	6%	0%[46.1 µM]	10	-4	1%	-7%	6
COc1ccc(-c2cc(=O)[nH]c(NCc3ccccc3)n2)cc1	-1%	u	-1	12%	x	2	0	0%	6%	29
COc1ccc(CN2CCOCCOCCOCCOCCOCC2)cc1	-1%	1%	1	7%	2%	-7	-1	-4%	-4%	4
Cc1ccc(C2=NN(C(=O)CCCC(=O)O)C(c3ccco3)C2)cc1 (stereo not given)	5%	-1%	1	0%	-3%	-17	6	-1%	u	10
O=C(Nc1c2c(nc3ccccc13)CCCC2)c1ccccc1Cl	-5%	10%	1	-1%	0%[46.1 µM]	11	-4	-3%	2%	-1
N#C/C(=C\c1ccc(C(=O)O)cc1)c1ccccn1	0%	-15%	2	3%	-13%	-10	-16	12%	13%	-1
COc1ccccc1CC(=O)NC1CCCCCC1	-1%	-13%	-1	6%	-9%	-6	2	x	2%	0
CCCn1c(SCC(=O)NCC)nc2sc3c(c2c1=O)CCC3	1%	-5%	5	8%	6%	-9	-7	16%	-6%	3
CC(=O)c1sc(N/N=C\c2ccc(Br)cc2)nc1C	2%	-2%	0	11%	-1%[46.1 µM]	-10	-17	-2%	39%[activator]	-22
COc1ccccc1CCNC(=O)CCCn1nc(C)c2c(C)n(-c3ccc(C)cc3)nc2c1=O	-1%	-6%	1	-6%	9%	-10	-19	2%	3%	-4
COc1cccc([C@@H]2CC=C(C(=O)O)[C@H](c3ccc(Br)cc3)N2S(=O)(=O)c2ccc(C)cc2)c1	0%	-5%	x	25%	2%	-7	-27	x	x	14
CCOC(=O)c1c(C)[nH]c(C)c1C(=O)COC(=O)c1cc2ccccc2cc1OC	0%	-16%	-11	4%	0%[46.1 µM]	-4	-20	0%	2%	-3
Nc1scn[n+]1Cc1cccc2cccnc12	-1%	u	-3	-36%	1%	7	4	-1%	-11%	-4
Nc1cc(N)nc(SCC(=O)NCc2ccc3c(c2)OCO3)n1	-13%	-1%	x	5%	-1%	-9	2	x	x	4
Cc1ccc(OCCNC(=O)c2cccc(Oc3ccc(C(F)(F)F)cc3[N+](=O)[O-])c2)cc1	4%	8%	0	x	6%[46.1 µM]	-49	2	2%	0%	-4
Cc1ccc(-c2csc(NC(=S)NC(=O)c3cccs3)n2)cc1	0%	-2%	0	-12%	2%[46.1 µM]	-2	-10	1%	2%	-11
CCCCCCOc1ccc(N2C(=O)CC(SC(=NCC)NCC)C2=O)cc1 (stereo not given)	-2%	15%	-1	-1%	-10%	-1	5	-2%	2%	22
CCOC(=O)c1cc2sccc2n1CC(=O)OC(C)C	0%	-1%	0	18%	0%	20	9	-1%	0%	2

structure	Tb PFK block	BCR signal inh	FBPA coupling cs	AT treatment	TCR activator	TSHR antag	Giardia kill	GALK inh	CXXC DNA block	hERG WT inh
CCOc1ccc(Nc2cc(=O)n(C)c(=O)n2C)cc1	0%	0%	0	-3%	1%	-3	0	-2%	15%	6
CCC(=O)Nc1c2c(nn1-c1ccc(C)cc1)CS(=O)(=O)C2	1%	2%	0	4%	-11%	-10	-9	0%	-2%	-2
COC(=O)c1c(NC(=O)CCCC(=O)O)sc(C)c1C	1%	1%	8	4%	-3%	-14	-12	1%	-8%	4
CCOC(=O)C1CCN(C(=O)c2cc3c(OC)c(OC)c(OC)cc3[nH]2)CC1	-9%	u	2	-7%	-7%	4	3	-2%	8%	-11
O=C(Nc1ccccc1F)C1CCCN1S(=O)(=O)c1cccc2nsnc12 (stereo not given)	14%	-14%	x	-7%	1%	-16	10	-4%	2%	-14
COc1ccccc1NC(=O)C1=C(C)NC(SCC(=O)c2ccc(C)cc2)=C(C#N)C1c1ccco1 (stereo not given)	-3%	u	1	1%	x	3	x	0%	16%	x
CCOC(=O)C1=C(C)NC(=O)NC1c1ccc(N(CC)CC)cc1 (stereo not given)	2%	-10%	0	-5%	9%	1	17	1%	7%	2
CCOC(=O)Nc1cc(Br)c2c(c1)OCCO2	0%	-10%	-8	9%	-10%	-5	-1	0%	5%	-9
O=C(CSc1c[nH]c2ccccc12)NCC1CCCO1 (stereo not given)	-4%	-2%	0	7%	-6%	25	27	0%	-1%	0
CCc1noc(C)c1C(=O)OCC(=O)c1ccc(NC(C)=O)cc1F	-13%	-1%	x	8%	4%	-7	-6	x	x	-3
O=C(Nc1sc2c(c1C(=O)NC1CC1)CCCCCC2)c1ccco1	0%	6%	4	-3%	2%	-1	21	0%	10%	-9
C=CC[N+]1(CC#Cc2ccccc2)CCCC1	0%	4%	4	5%	-7%	-1	-5	4%	-28%	7
CC(C)CCN(CCC(C)C)C(CO)(CO)CO	1%	6%	3	1%[11.5 µM]	-5%	-3	16	0%	1%	-2
Cc1cc(C)cc(OCC(=O)NC(C)c2ccccc2)c1 (stereo not given)	2%	3%	0	5%	7%	-3	-2	-1%	2%	4

Source: PubChem BioAssay
